TAAR1 antag = human TAAR1 antagonists, primary screen, Fluo-8 calcium fluorescence, CHO RD-HGA16 cells. antagonist. inhibition, % at 3 µM. 360,000 tested, 1.5% active. AID 624466, 2012;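 active = inhibition above a per-plate cutoff, the mean inhibition of test compounds on that plate plus 3 SD, cut at about 49% in these data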;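 also: 0% = DMSO plus EC80 beta-PEA response and 100% = DMSO alone without agonist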
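test system = CHO RD-HGA16 cells bearing hTAAR1 | replication = singlicate | controls = DMSO-only wells and EC80 β-PEA-stimulated wells | reagent = EC80 β-phenethylamine stimulus | read-out basis = percent inhibition of PEA-evoked calcium signal, max/basal emission ratio | schedule = seeding 17-24 h prior, 75-min 37 °C, 30-min RT dye loading | signal = kinetic Fluo-8 calcium fluorescence measurement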
V1aR counter = agonists of human V1a receptor, primary screen, counter-screen for OXTR agonist project, fluorescence, CHO-V1R cells; Vasopressin V1a receptor (Homo sapiens), P37288; Fluo-8 calcium fluorescence, agonist mode; 0% DMSO, 100% 3 nM vasopressin; activation, % at 3 µM; 320,000 tested, 0.25% active;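 active = activation above the mean activation of all tested compounds plus 3 SD, per screening run, cut at about 20% in these data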;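 also: signal is peak over basal fluorescence ratio across a 100 second FLIPR read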
Target sequence (P37288 whole entry, looked up): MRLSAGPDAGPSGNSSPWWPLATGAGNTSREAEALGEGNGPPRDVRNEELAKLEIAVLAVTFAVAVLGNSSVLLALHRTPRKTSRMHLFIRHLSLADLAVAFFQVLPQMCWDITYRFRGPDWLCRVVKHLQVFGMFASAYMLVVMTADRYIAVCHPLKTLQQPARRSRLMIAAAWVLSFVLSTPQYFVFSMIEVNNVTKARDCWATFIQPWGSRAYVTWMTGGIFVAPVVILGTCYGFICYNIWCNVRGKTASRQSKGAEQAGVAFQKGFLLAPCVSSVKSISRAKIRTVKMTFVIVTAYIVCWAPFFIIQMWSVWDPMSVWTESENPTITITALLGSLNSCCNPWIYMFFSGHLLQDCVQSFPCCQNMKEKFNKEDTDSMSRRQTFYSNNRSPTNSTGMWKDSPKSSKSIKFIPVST
CHO-K1 Ca antag = nonselective inhibitor or artifact in parental CHO-K1 cells; ATP-induced calcium, Fluo-8 fluorescence; inhibition, % at 3 µM; 360,000 tested, 0.6% active; AID 602250;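 active = inhibition above a per-plate cutoff, the plate's mean sample inhibition plus 3 SD, cut at about 24% in these data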;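 also: 0% = DMSO plus EC80 ATP and 100% = DMSO alone without ATP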
OXTR potentiator = human OXTR potentiators, primary screen, fluorescence, CHO-OTR cells, Fluo-8 calcium; activation, % at 3 µM; 320,000 tested, 0.061% active; AID 2445, 2010; Fluo-8 calcium fluorescence, potentiator mode; 0% = oxytocin EC15, 100% = EC100; Oxytocin receptor (Homo sapiens), P30559;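 active = activation above that plate's cutoff, the mean activation of tested compounds plus 3 SD, cut at about 6.6% in these data, passing the limit was not always enough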;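 also: 100% uses oxytocin at 75 nM as the full agonist control; some results filed as inactive read as strong as hits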
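Measured by – Fluo-8 calcium dye fluorescence · Test system – human OTR in CHO cells · Dosing – one concentration, 3.0 µM compound · Controls – EC15 oxytocin alone as 0%, 75 nM oxytocin as 100% · Evaluation – normalized max/min fluorescence ratio, % activation · Timing – 6 min pre-incubation, 100 s read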
CHO-K1 Ca ag = counter-screen for M1 agonists: effect in parental CHO-K1 cells | Fluo-8 calcium fluorescence; scaled to maximal ATP response, vehicle zero | activation, % at 3 µM | 360,000 tested, 0.48% active; in the data active = activation above about 15%;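 also: untransfected CHO-K1 host cells lacking M1 receptor as counterscreen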
CHO-K1 Ca PAM = nonselective calcium activators in parental CHO-K1 cells, primary screen, counter-screen for M1 PAM project, cell-based, Fluo-8 calcium fluorescence, full deck, 1536-well; ATP EC20; 0% at ATP EC20, 100% at ATP max; activation, % at 3 µM; 360,000 tested, 0.02% active; AID 602247, 2012;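 active = activation above the run cutoff, the mean activation of all test compounds plus 3 SD, cut at about 40% in these data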;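 also: peak over basal fluorescence ratio in a 140 s read after ATP addition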
CHRM1 agonist = human M1 muscarinic receptor agonists, primary screen, Fluo-8 calcium fluorescence, CHO-K1 cells, HTS | Muscarinic acetylcholine receptor M1 (Homo sapiens), P11229 | CHO-K1 hM1, agonist mode; 0% DMSO, 100% acetylcholine EC100 | activation, % at 3 µM | 360,000 tested, 0.33% active;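 active = activation above the run's mean compound activation plus 3 SD, cut at about 16% in these data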;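 also: peak over basal fluorescence ratio within a 140 s kinetic read after compound addition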
Target sequence (P11229 whole entry, looked up): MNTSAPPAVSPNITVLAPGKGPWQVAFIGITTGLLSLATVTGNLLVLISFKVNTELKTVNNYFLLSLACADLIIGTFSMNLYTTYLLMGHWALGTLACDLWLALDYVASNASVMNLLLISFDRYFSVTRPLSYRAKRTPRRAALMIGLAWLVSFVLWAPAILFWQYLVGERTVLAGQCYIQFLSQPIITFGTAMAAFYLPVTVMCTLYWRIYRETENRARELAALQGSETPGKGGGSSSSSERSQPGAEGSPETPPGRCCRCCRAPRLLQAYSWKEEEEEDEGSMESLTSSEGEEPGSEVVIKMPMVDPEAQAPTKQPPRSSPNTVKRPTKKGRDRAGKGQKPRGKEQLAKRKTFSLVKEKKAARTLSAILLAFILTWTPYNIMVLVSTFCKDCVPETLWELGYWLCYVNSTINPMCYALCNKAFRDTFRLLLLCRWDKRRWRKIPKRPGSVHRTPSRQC
CHO parental Ca = ATP-evoked calcium signal inhibitors, parental CHO, primary screen, counter-screen for OX1R antagonist project, cell-based, fluorescence, Fluo-8 calcium dye; parental CHO-K1, ATP-induced calcium, Fluo-8 fluorescence; inhibition, % at 5.6 µM; 330,000 tested, 0.63% active; AID 463079, 2010;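 active = inhibition above that plate's mean sample inhibition plus 3 SD, cut at about 26% in these data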;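 also: 0% = ATP-challenged DMSO wells and 100% = DMSO wells without ATP; some compounds past the cut are filed as inactive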
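Material: parental CHO cells / Compound: single nominal dose of 5.6 µM per compound / Signal: Fluo-8 fluorescence / Replicates: singlicate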
TAAR1 ag = human TAAR1 agonists, primary screen, Fluo-8 calcium fluorescence, CHO RD-HGA16 cells; activation, % at 3 µM; vehicle wells 0%, saturating PEA agonist 100%; 360,000 tested, 0.99% active; Trace amine-associated receptor 1 (Homo sapiens), Q96RJ0;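 active = activation above the mean activation of all test compounds in the run plus 3 SD, cut at about 38% in these data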
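Test system: RD-HGA16 (CHO) cells co-expressing Gα16 and hTAAR1 / Benchmarks: DMSO vehicle as 0%, PEA at EC100 as 100% / Repeats: no replicates (n 1) / Measure: % activation from peak over basal fluorescence ratio, DMSO-to-PEA scaled / Timing: 17-24 h plating, Fluo-8 75 min 37 °C, 30 min RT / Technique: kinetic Fluo-8 calcium fluorescence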
Numbers without * were called inactive; x = not tested or not shown.

SMILES	TAAR1 antag	V1aR counter	CHO-K1 Ca antag	OXTR potentiator	CHO-K1 Ca ag	CHO-K1 Ca PAM	CHRM1 agonist	CHO parental Ca	TAAR1 ag
COC(=O)c1ccc(-n2nnnc2SCC(=O)Nc2cc(OC)ccc2OC)cc1	2	4.6	-17	-10	3.8	13	-2	-5	11
Cc1cc(N2C(=O)C3C4CC(C(Br)C4Br)C3C2=O)no1 (configuration not stated)	-7	1.1	2	0	0.3	-9	-7	-10	2
COc1ccc(NC(=S)N(CCC(C)C)C(C)c2ccncc2)cc1 (configuration not stated)	-8	0.7	0	-5	-0.1	-12	2	-7	-4
Cc1nc2ncnn2c(N2CCN(C(=O)c3cccc(F)c3)CC2)c1Cc1ccccc1	3	0.3	-35	0	0.5	9	-6	-12	14
CCOC(=O)C1CCN(C(=O)c2ccccc2N(C)S(C)(=O)=O)CC1	-2	0.7	-7	-1	0.7	28	-2	5	7
COc1ccc(C(=O)N(C)C2CCCN(Cc3ccccc3F)C2)cc1OC (configuration not stated)	-3	0.9	-10	2	1.2	-5	-7	-6	1
O=c1[nH]c(=O)n(C(c2ccccc2)c2ccccc2)cc1Br	-24	0.2	-13	-1	2.0	6	-6	-2	4
CCCC1=C(C(=O)OCC)C(/C=C/c2ccccc2)n2ncnc2N1 (configuration not stated)	x	-1.7	-15	-7	-0.3	8	-6	-5	x
CC(C)CCNC(=S)Nc1ccc(F)cc1	12	4.3	-7	-12	4.2	7	13	12	9
COc1cccc(CN(C(=O)c2cc3ccccc3oc2=O)C2CC2)c1	-3	-0.6	-12	0	1.6	17	-4	-13	2
CCOC(=O)C1CCCN(C(=O)c2sc3nc(-c4ccccc4)cn3c2C)C1 (configuration not stated)	28	2.8	-6	-7	4.0	14	-3	-9	9
O=C(c1ccccc1)c1nc2ccccc2n(CCCn2c(=O)c(C(=O)c3ccccc3)nc3ccccc32)c1=O	11	1.9	3	-10	0.5	5	0	-15	7
NC(=O)CSc1nnc(-c2ccccc2F)n1C1CC1	9	-0.7	-17	3	1.3	16	-6	-5	0
CCOCCn1ccc2c(OCC(=O)NCc3ccccc3)cccc2c1=O	3	-0.1	8	2	-0.2	16	-3	-10	0
CCCOC(c1ccccc1)(c1ccccc1)C(Oc1nc(C)cc(C)n1)C(=O)O (configuration not stated)	-11	-0.9	-4	-4	0.6	1	-1	-18	30
Cc1noc(C(=O)N2CCN(Cc3ccc4c(c3)OCO4)CC2)c1Cl	4	0.6	2	-10	-0.5	1	-2	0	0
COc1ccccc1OCCNc1cc(N2CCOCC2)ccc1[N+](=O)[O-]	18	2.9	-3	-3	3.3	-5	-7	-22	10
COCCN(Cc1ccc(C)cc1)C(=O)[C@H]1O[C@@H](n2cnc3c(N)ncnc32)[C@H](O)[C@@H]1O	-12	x	-23	x	1.2	20	-1	x	1
O=C(CCNC(=O)c1ccccc1Cl)NCC(c1ccco1)N1CCCC1 (configuration not stated)	4	0.4	-2	2	1.0	8	-7	-4	0
Cc1occc1C(=O)N1CCCC(Nc2ccc(F)c(F)c2)C1 (configuration not stated)	2	1.4	13	-3	16*	7	-1	-13	2
CN(C)S(=O)(=O)c1cccc(C(=O)NC2CCCc3ccccc32)c1 (configuration not stated)	-3	-0.1	-4	-4	-0.1	4	-6	-14	14
O=C(O)CCSCCC(=O)O	-9	0.9	-1	-12	0.2	4	-2	-5	2
COc1ccc(OC)c(/C=N/NC(=O)Cn2ccnc2C)c1	8	0.8	-7	-10	1.0	23	-5	-21	2
C(=Cc1c[nH]c2ccccc12)c1nccc2ccccc12	17	x	1	x	4.1	3	-2	x	6
COc1ccc(C)cc1NC(=O)CCNC(=O)Cn1cnc2ccccc2c1=O	-23	-0.8	-19	-2	0.6	11	-3	-27	1
O=C(CSc1nc(C2CC2)nc2c1cnn2-c1ccccc1)Nc1c[nH]c(=O)[nH]c1=O	-4	-0.6	-10	0	-0.4	10	0	-17	7
Cc1nonc1OCCNCCNc1ccc([N+](=O)[O-])cc1Cl	20	1.0	-1	-18	1.2	23	-5	-5	1
CCC1(CC)NC(=O)N(CC(=O)OCC(=O)c2ccccc2OC)C1=O	-17	0.4	7	-1	0.3	-26	1	-9	-1
CCCCC(=O)N(C)c1c(C)nc2ccc(C(=O)NCCN(C)C)cn12	-25	x	-6	x	0.3	6	-4	x	9
O=C(CNC(=O)C1CCCCC1)Nc1ccc(Cl)cc1	8	-1.2	4	-5	0.0	1	-2	-8	6
COc1ccc(CNC(=O)c2ccc(C)o2)cc1	-6	0.6	-15	-5	-0.3	7	-2	-3	3
Cc1ccccc1N=C1NC(=O)/C(=C/c2cccnc2)S1	-25	-0.7	2	-5	0.0	-24	-5	-24	-1
COc1ccc(-c2cc(N)n(CCC#N)n2)c(OC)c1	-2	0.0	-4	4	-0.1	13	-4	-8	9
O=C(Nc1cccc(S(=O)(=O)N2CCCCC2)c1)c1ccc2c(=O)n3c(nc2c1)CCCCC3	61*	5.2	-6	-9	10	8	1	-3	10
CC(=O)N1CCN(c2ccc(NCc3ccc4c(c3)OCO4)cc2)CC1	13	-0.2	-18	-6	-0.3	11	-3	-9	1
COCCn1c(-c2ccc(F)cc2)nc2cccnc21	4	0.6	-4	-9	0.4	-24	-1	-14	-1

Sorted by value in CHRM1 agonist (smallest number first): some entries from above
SMILES	CHRM1 agonist
Cc1nonc1OCCNCCNc1ccc([N+](=O)[O-])cc1Cl	-5
CCCCC(=O)N(C)c1c(C)nc2ccc(C(=O)NCCN(C)C)cn12	-4
COc1ccc(C)cc1NC(=O)CCNC(=O)Cn1cnc2ccccc2c1=O	-3
COCCn1c(-c2ccc(F)cc2)nc2cccnc21	-1

(cont.)
SMILES	TAAR1 antag	V1aR counter	CHO-K1 Ca antag	OXTR potentiator	CHO-K1 Ca ag	CHO-K1 Ca PAM	CHRM1 agonist	CHO parental Ca	TAAR1 ag
O=C(CC1SCCNC1=O)Nc1ccccc1Cl (configuration not stated)	-11	1.4	-12	-13	1.5	16	-1	7	0
COc1ccc(-c2cn3nc(SCC(=O)NCC4CCCO4)ccc3n2)cc1 (configuration not stated)	-6	-1.1	-6	-5	2.9	11	-3	-20	-2
NC(=O)c1ccc([N+](=O)[O-])cc1SCc1ccccc1	2	-0.7	-7	-1	0.0	16	-3	-2	1
CC(=O)c1ccc(OCC(O)CN2CCOCC2)cc1 (configuration not stated)	x	0.6	-9	-7	0.1	12	-5	-1	x
Cc1ccccc1NC(=O)Cn1cnc2c(oc3nc4c(cc32)CCCC4)c1=O	-16	-1.6	-2	-16	0.2	7	-6	-3	9
COC(=O)c1ccccc1NC(=O)Cc1ccccc1OC	-2	-1.6	-11	1	0.2	6	-4	-9	14
O=C(CCC(=O)N1CCOc2ccccc21)NCCCN1CCCCC1	-20	0.0	3	-1	0.7	22	-10	-8	1
O=C1C=C(O)CC(c2cccs2)C1 (configuration not stated)	7	0.5	18	-1	-0.2	-8	2	-13	11
CC(C)(C)OC(=O)N1CCC[C@H]1c1nnc(SCc2ccc(Cl)cc2)o1	-3	0.0	-17	-9	1.1	24	-3	-31	4
Cc1ccc(-c2nc(CSCC(=O)NC3CCN(Cc4ccccc4)CC3)c(C)o2)cc1	15	11	-2	-10	5.4	-2	-2	3	-2
CC(=O)CSc1nc(-c2ccccc2)c(-c2ccccc2)o1	-36	-0.1	-9	-8	0.3	17	-5	-14	3
CC(=O)c1cccc(NC(=O)C2=CC(c3ccco3)=NS(=O)(=O)N2C)c1	-20	0.2	-2	-9	1.7	-9	1	-15	3
Cc1ncc(C23CC4CC(CC(C4)C2)C3)[nH]1	-32	1.8	-10	-1	1.3	8	-9	-4	7
C=CCOc1ccc(CNc2nccs2)cc1OC	1	0.1	-2	-1	-0.3	14	-4	-4	2
Cc1ccc(/C=N/NC(=O)C[n+]2ccccc2)o1	-23	-0.2	-5	1	-0.2	12	-8	-15	8
CCOc1ccc(N/C=C/C(=O)c2ccccc2)cc1	-6	x	-3	x	0.0	9	-4	x	0
NS(=O)(=O)c1ccc(NC(=O)c2c(Cl)cccc2Cl)cc1	4	0.3	14	-3	0.2	-12	-8	-3	4
O=C1C[C@@H]2CCN3C(=O)CCC[C@@H]([C@H]23)[C@H]1Cc1ccccc1	-2	x	-12	x	0.3	8	-1	-7	0
COC(CNc1ncnc2c1cnn2C)OC	-25	0.7	-21	2	0.6	-3	-4	-9	3
CCCOc1ccc(-c2c(C(=O)N/N=C/c3ccc(OCC)cc3)nnn2-c2nonc2N)cc1	-25	-0.1	26*	10	-0.5	-12	-5	-21	16
Cc1ccc(NC(=O)OCc2cc(-c3ccccc3)on2)cc1	-2	-1.0	-4	-7	1.6	-1	-12	-15	5
CCN(CC)S(=O)(=O)c1ccc(N2CC(C(=O)NCc3ccco3)CC2=O)cc1 (configuration not stated)	-11	x	-8	x	1.0	20	-4	x	3
O=C(Cn1c2[n+](c3ccc(C(F)(F)F)cc31)CCCCC2)Nc1ccc(Br)cc1	x	-0.2	-12	-14	14	8	-2	-10	x
O=C(CSc1nc2ccccc2s1)NCc1cc([N+](=O)[O-])ccc1O	-10	1.9	-9	-11	4.0	17	-4	-14	7
CC(C)(C)NC(=O)C1CN(S(=O)(=O)c2ccccc2)CCN1S(=O)(=O)c1ccccc1 (configuration not stated)	5	-1.9	-8	2	0.3	1	-2	-27	15
CC(C)c1cccc(OCC(=O)Nc2ccc(S(=O)(=O)Nc3ccccn3)cc2)c1	-12	1.7	-22	-5	1.1	-2	-8	-3	-4
CCCc1ccc2oc(C(=O)N3CCN(CC(=O)NC(C)C)CC3)c(C)c2c1	-30	3.2	-16	-11	0.0	4	-7	-20	0

Compound activity from PubChem BioAssay.
